# UPR CHOP act = activators of apoptotic arm of unfolded protein response (CHOP). CHO-CHOP luciferase reporter, UPR activation, luminescence; percent of tunicamycin response over DMSO baseline. activation, % at 10 µM. actives 0.34% (n = 330,000). AID 449763;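 active means at 10 µM dose, activation of 40% or more, normalized to positive control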;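 further: 100% = tunicamycin at 10 µg/mL and 0% = DMSO alone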
#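 Assay system: CHO-CHOP cells, stable luciferase reporter of PERK-eIF2a-CHOP signalling / Buffer or medium: F12 plus 10% serum / Compound dosing: one dose, 10 µM in 0.5% DMSO / Times: 6 h compound treatment, 37 °C / Technique: luciferase luminescence / Read-out: % reporter activation, DMSO baseline versus tunicamycin full activation / Benchmarks: tunicamycin and DMSO controls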
# XBP1 UPR activ = adaptive UPR (XBP1) activation | CHO-XBP1 luciferase reporter, IRE1-XBP1 UPR activation, luminescence; percent of tunicamycin response, DMSO as zero | activation, % at 20 µM | actives 0.33% (n = 330,000) | AID 463104;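 active means versus positive control, 20 µM dose yields 30% or more activation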;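 further: 100% = tunicamycin at 10 µg/mL and 0% = DMSO only wells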
#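 Assay system: CHO-XBP1 luciferase reporter cells; Schedule: 6 h treatment, 37 °C; Detection: glow luminescence from Steady-Glo reagent; Benchmarks: high control tunicamycin 10 µg/mL final, low control DMSO vehicle only.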
# TIM10 inh = TIM10 yeast growth inhibition. S. cerevisiae TIM10 strain growth, BacTiter-Glo luminescence, 24 h. AID 463195. inhibition, % at 10 µM. actives 1.4% (n = 330,000);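 active means inhibition of 40% or more at the single tested concentration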;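 further: wild-type TIM10 isogenic control strain grown at permissive 25 °C; 0% = DMSO yeast wells and 100% = minimal medium wells without yeast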
# Mdm2-MdmX inh = inhibitors of human Mdm2/MdmX interaction; O15151+Q00987; SaOS-2 split-luciferase Mdm2/MdmX complementation, luminescence; inhibition, % at 8 µM; actives 3% (n = 330,000); AID 485346;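 active means inhibition of at least 50% at 8 µM in the primary screen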
# Target sequence (O15151 whole entry, looked up): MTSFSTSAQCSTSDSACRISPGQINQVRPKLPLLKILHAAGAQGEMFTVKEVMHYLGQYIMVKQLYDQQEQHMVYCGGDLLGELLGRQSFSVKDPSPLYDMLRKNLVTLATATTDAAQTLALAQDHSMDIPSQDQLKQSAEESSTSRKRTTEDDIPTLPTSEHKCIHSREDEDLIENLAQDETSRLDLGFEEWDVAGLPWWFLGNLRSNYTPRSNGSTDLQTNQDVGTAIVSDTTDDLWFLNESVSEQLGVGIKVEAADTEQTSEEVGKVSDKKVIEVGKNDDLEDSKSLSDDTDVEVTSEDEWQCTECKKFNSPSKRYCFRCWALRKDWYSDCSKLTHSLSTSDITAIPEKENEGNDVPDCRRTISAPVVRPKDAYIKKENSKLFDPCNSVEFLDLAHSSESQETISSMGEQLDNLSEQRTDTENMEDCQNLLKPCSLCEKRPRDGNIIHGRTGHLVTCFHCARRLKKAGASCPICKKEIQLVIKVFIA
# Target sequence (Q00987 whole entry, looked up): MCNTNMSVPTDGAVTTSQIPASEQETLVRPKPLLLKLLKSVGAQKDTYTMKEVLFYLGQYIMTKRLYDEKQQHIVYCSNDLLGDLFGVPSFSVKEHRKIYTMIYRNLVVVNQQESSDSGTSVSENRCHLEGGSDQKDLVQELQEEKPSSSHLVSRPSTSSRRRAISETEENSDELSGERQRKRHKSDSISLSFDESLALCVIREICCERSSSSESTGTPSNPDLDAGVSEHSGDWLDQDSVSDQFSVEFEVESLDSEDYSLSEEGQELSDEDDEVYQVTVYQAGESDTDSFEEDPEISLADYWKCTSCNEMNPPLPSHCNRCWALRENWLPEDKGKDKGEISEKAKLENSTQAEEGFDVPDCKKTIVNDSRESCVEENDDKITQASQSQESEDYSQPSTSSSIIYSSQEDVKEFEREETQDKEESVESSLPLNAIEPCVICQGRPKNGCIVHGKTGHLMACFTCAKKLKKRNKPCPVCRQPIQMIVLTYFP
# tim23-1 inh = growth inhibitors of tim23-1 mutant yeast | S. cerevisiae tim23-1 growth, BacTiter-Glo luminescence, 24 h | AID 463212 | actives 1.3% (n = 330,000) | inhibition, % at 20 µM;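 active means growth inhibition of the mutant yeast at or above 50%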;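 further: temperature-sensitive mutant grown at 25 °C; plate controls were DMSO-treated mutant yeast for no effect and medium wells lacking yeast for full effect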
# 697 NFkB inh = lowers PMA/ionomycin-induced NF-kB signal in 697 B cells; 697 B-cell NF-kB luciferase reporter, 16 h; actives 0.33% (n = 330,000); inhibition, % at 4 µM; AID 435022; in the data active means inhibition above about 35%
# tim10-1 inh = inhibits growth of tim10-1 mutant yeast; S. cerevisiae tim10-1 ts strain growth, BacTiter-Glo, 24 h; actives 2.2% (n = 330,000); inhibition, % at 20 µM; AID 463190;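 active means inhibition of at least 40%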;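 further: mutant grown at 25 °C; 0% = DMSO wells with yeast and 100% = wells holding no yeast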
# Jurkat NFkB inh = lowers PMA/ionomycin-induced NF-kB signal in Jurkat cells | PMA/ionomycin-induced NF-kB luciferase reporter, luminescence | inhibition, % at 4 µM | AID 435003 | actives 0.53% (n = 330,000); in the data active means inhibition above about 50%
# * hit, by the source's call; x = no result given.
# A first look (16 entries):
SMILES,UPR CHOP act,XBP1 UPR activ,TIM10 inh,Mdm2-MdmX inh,tim23-1 inh,697 NFkB inh,tim10-1 inh,Jurkat NFkB inh
O=c1cc(-c2ccc(O)c(O)c2)oc2cc(O)c([C@@H]3O[C@H](CO)[C@@H](O)[C@H](O)[C@H]3O)c(O)c12,1.5,0,-2,7,-4,10,-3,7
O=C1CC(C(=O)Nc2ccc(Br)cc2)C2(CCCC2)O1 (centres undefined),0.8,0,11,28,17,10,11,-12
CCOC(=O)c1[nH]c2ccc(F)cc2c1NC(=O)Nc1ccccc1OC,1.0,-2,-15,-1,-4,-2,-10,6
O=C(CCNS(=O)(=O)c1ccccc1C(F)(F)F)N1CCN(S(=O)(=O)c2cccc(Cl)c2)CC1,0.8,-3,13,3,19,3,2,16
CCN1CC(CN(C)Cc2cn(-c3cccc(C)c3)nc2-c2cccc(F)c2)CC1=O (centres undefined),1.2,-1,22,6,16,9,18,2
Cc1ccc(C2=CC(=O)CC(C)(C)C2)cc1,2.6,6,-3,16,16,-3,9,-19
COc1ccc(S(=O)(=O)N2CCOC2CNC(=O)C(=O)NCc2ccc(F)cc2)cc1 (centres undefined),0.8,-5,-7,-3,7,-6,5,9
CCCn1c(=O)c(/C(N)=N/O)nn(-c2cccc(C(F)(F)F)c2)c1=O,0.8,-5,14,17,7,-9,-4,-11
CCc1nnc(NS(=O)(=O)c2ccc(NC(=O)c3cccc(Br)c3)cc2)s1,-1.9,-2,8,5,1,16,4,-5
CCOC(=O)N1CCN(S(=O)(=O)c2ccc(Cl)cc2)CC1,0.4,-1,2,15,6,-2,5,1
O=C(Oc1c(-c2ccco2)oc2ccccc2c1=O)c1cccnc1,-0.2,4,64*,57*,51*,14,45*,11
CCOC(=O)c1cnc(-n2nc(C)cc2C)nc1NCc1ccc2c(c1)OCO2,19,18,18,32,-10,-19,26,-16
CCc1onc(C)c1C(=O)Nc1ccc2c(c1)OCO2,1.3,1,-9,24,-1,6,3,-5
COC(=O)N1CC=CC1(C)C(=O)NCc1cc(F)cc(C(F)(F)F)c1 (centres undefined),2.0,-2,5,2,11,15,10,30
CCn1c(SCC(=O)N2CCCCC2)nc2c1c(=O)n(C)c(=O)n2C,0.4,4,2,-8,7,20,10,0
O=C(N/C=C/n1cnc2cc(C(F)(F)F)ccc21)c1ccccc1F,1.5,-2,9,16,8,5,-31,-8

# All compounds of this part, from the start:
SMILES,UPR CHOP act,XBP1 UPR activ,TIM10 inh,Mdm2-MdmX inh,tim23-1 inh,697 NFkB inh,tim10-1 inh,Jurkat NFkB inh
O=c1cc(-c2ccc(O)c(O)c2)oc2cc(O)c([C@@H]3O[C@H](CO)[C@@H](O)[C@H](O)[C@H]3O)c(O)c12,1.5,0,-2,7,-4,10,-3,7
O=C1CC(C(=O)Nc2ccc(Br)cc2)C2(CCCC2)O1 (centres undefined),0.8,0,11,28,17,10,11,-12
CCOC(=O)c1[nH]c2ccc(F)cc2c1NC(=O)Nc1ccccc1OC,1.0,-2,-15,-1,-4,-2,-10,6
O=C(CCNS(=O)(=O)c1ccccc1C(F)(F)F)N1CCN(S(=O)(=O)c2cccc(Cl)c2)CC1,0.8,-3,13,3,19,3,2,16
CCN1CC(CN(C)Cc2cn(-c3cccc(C)c3)nc2-c2cccc(F)c2)CC1=O (centres undefined),1.2,-1,22,6,16,9,18,2
Cc1ccc(C2=CC(=O)CC(C)(C)C2)cc1,2.6,6,-3,16,16,-3,9,-19
COc1ccc(S(=O)(=O)N2CCOC2CNC(=O)C(=O)NCc2ccc(F)cc2)cc1 (centres undefined),0.8,-5,-7,-3,7,-6,5,9
CCCn1c(=O)c(/C(N)=N/O)nn(-c2cccc(C(F)(F)F)c2)c1=O,0.8,-5,14,17,7,-9,-4,-11
CCc1nnc(NS(=O)(=O)c2ccc(NC(=O)c3cccc(Br)c3)cc2)s1,-1.9,-2,8,5,1,16,4,-5
CCOC(=O)N1CCN(S(=O)(=O)c2ccc(Cl)cc2)CC1,0.4,-1,2,15,6,-2,5,1
O=C(Oc1c(-c2ccco2)oc2ccccc2c1=O)c1cccnc1,-0.2,4,64*,57*,51*,14,45*,11
CCOC(=O)c1cnc(-n2nc(C)cc2C)nc1NCc1ccc2c(c1)OCO2,19,18,18,32,-10,-19,26,-16
CCc1onc(C)c1C(=O)Nc1ccc2c(c1)OCO2,1.3,1,-9,24,-1,6,3,-5
COC(=O)N1CC=CC1(C)C(=O)NCc1cc(F)cc(C(F)(F)F)c1 (centres undefined),2.0,-2,5,2,11,15,10,30
CCn1c(SCC(=O)N2CCCCC2)nc2c1c(=O)n(C)c(=O)n2C,0.4,4,2,-8,7,20,10,0
O=C(N/C=C/n1cnc2cc(C(F)(F)F)ccc21)c1ccccc1F,1.5,-2,9,16,8,5,-31,-8
COc1cc(/C=C/C(=O)OCC(=O)Nc2cc(S(=O)(=O)N3CCCC3)ccc2Cl)cc(OC)c1OC,0.2,-1,-10,8,-12,-3,-3,2
COc1ccc(C)cc1NC(=O)C1COc2ccccc2O1 (centres undefined),11,4,8,-7,30,-30,32,-21
O=C1C=C(O)c2c(O)cc(O)c(O)c2C1=O,-0.5,7,-18,33,22,5,8,1
Cn1cnnc1SCC(=O)NCCC(c1ccccc1)c1ccccc1,-2.2,0,-5,25,3,20,5,-6
O=C(NCc1ccco1)C1CC(=O)N(c2ccc(O)cc2)C1 (centres undefined),-0.5,0,6,25,3,11,1,-6
O=P(Cc1ccccc1)(c1ccccc1)c1ccccc1,-0.3,0,20,-7,4,-27,10,9
COc1ccc(C)cc1NC(=O)C1CCCN(S(=O)(=O)c2cnc[nH]2)C1 (centres undefined),1.3,-4,10,8,17,8,7,-10
Cc1nc(C)c(-c2ccccc2)c(=O)[nH]1,2.0,-4,-2,-11,-3,3,-14,5
COc1ccc(/C=C/C(O)=C(\C#N)c2nnc(N3CCOCC3)n2-c2ccccc2)cc1OC,3.8,20,-16,8,-33,-40,10,5
SMILES,UPR CHOP act,XBP1 UPR activ,TIM10 inh,Mdm2-MdmX inh,tim23-1 inh,697 NFkB inh,tim10-1 inh,Jurkat NFkB inh
CNC(=S)Nc1cccc(C(=O)OC)c1,1.3,1,8,-30,-5,-47,8,-5
CCCSc1nnc(-c2ccccc2NC(=O)CC)c(=O)[nH]1,-0.7,1,-12,-10,7,0,12,-18
CC1CCCN(C(C(=O)Nc2ccc3c(c2)OCO3)c2ccccc2)C1 (centres undefined),-0.1,-1,-16,27,9,7,11,0
O=C(COc1ccc(Cl)cc1)Nc1ccc2c(c1)nc1n2CCOC1,1.0,-2,3,-3,8,-22,-6,-14
COc1ccc(/C=C/C(=O)Nc2ccccc2C(F)(F)F)cc1,6.6,-1,9,-33,5,-34,10,-46
C/C(=N\Nc1ccc(Cl)c(C(=O)O)c1)c1ccc(N2CCOCC2)cc1,3.9,0,-12,6,16,-31,10,1
Cc1cc2[nH]c(=O)c(=O)[nH]c2cc1S(=O)(=O)NCc1ccccc1,0.1,0,-1,17,10,19,8,3
O=C(/C=C/c1ccccc1[N+](=O)[O-])N1CCc2ccccc2C1,2.8,1,2,11,30,-2,36,1
COC(=O)c1ccccc1NC(=O)COC(=O)c1cccnc1,-1.7,-3,-9,26,11,5,18,-6
COc1ccc2c(c1OC)C(=O)N1c3ccccc3C(=O)N(c3ccccc3F)C21 (centres undefined),-0.8,0,5,66*,23,-4,21,45
Nc1cc(S(=O)(=O)O)cc([N+](=O)[O-])c1O,0.5,-5,-2,5,5,15,4,7
CCC(=O)N1CCc2cc(Br)cc(S(=O)(=O)NCCCN(C)Cc3ccccc3)c21,2.6,2,-8,13,1,-1,3,39
CCC(Sc1nc(=O)cc(N)n1CCc1ccccc1)C(=O)Nc1ccccc1C#N (centres undefined),2.4,-2,-22,-15,2,-9,6,-5
COc1ccc(-c2nnc(SCC(=O)N3CCCC3=O)n2N)cc1OC,-0.1,-2,4,1,8,9,-2,8
CC(C)N(CCO)C(=O)CCc1nnc(CCCc2ccccc2)o1,4.9,6,9,-10,-3,-9,16,-16
COc1ccc(N(CCOc2ccccc2)S(=O)(=O)c2ccccc2)cc1,-0.5,-2,-19,3,27,6,7,2
CCNC(=O)Cc1ccc(NS(=O)(=O)c2ccc(F)cc2)cc1,-0.8,-3,-2,-6,8,7,6,-10
CC(C(=O)Nc1ccc(C(=O)O)cc1)N1C(=O)c2ccccc2C1=O (centres undefined),-2.2,4,4,-3,15,0,1,-17
COC(=O)c1nn(-c2ccccc2)c(=O)cc1O,-0.1,-2,14,4,3,15,0,12
COc1ccc(/C=N/NC(=O)c2ccc3c(c2)OCO3)c(C(=O)O)c1OC,-2.3,-3,9,-3,11,-14,15,-11
COc1ccc(/C=C(\C)c2nc(C)c(-c3ccccc3)c(=O)[nH]2)cc1,3.2,-2,-10,-36,-6,20,-1,4
COc1cc(NS(=O)(=O)c2ccc(NC(=S)NC(=O)c3ccco3)cc2)ncn1,-0.9,-1,-1,-8,13,-2,16,-22
O=C(NCc1ccccc1)NC1CCS(=O)(=O)C1 (centres undefined),-1.3,1,-14,7,2,5,-2,2
C[C@@H]1O[C@@H](O[C@H]2[C@H](Oc3cc(O)c4c(c3)OC(c3ccc(O)cc3)CC4=O)O[C@H](CO)[C@@H](O)[C@@H]2O)[C@H](O)[C@H](O)[C@H]1O (some centres undefined),-0.1,-10,-1,-5,11,2,9,8
CC(=O)NC(CCS(C)(=O)=O)C(=O)Nc1nccs1 (centres undefined),2.3,-2,-5,23,4,16,-2,-2

# As entered above:
# `CNC(=S)Nc1cccc(C(=O)OC)c1` in Jurkat NFkB inh = -5
# `Nc1cc(S(=O)(=O)O)cc([N+](=O)[O-])c1O` in UPR CHOP act = 0.5

# tim10-1 inh, entries above that show a hit.
canonical_smiles | XBP1 UPR activ | Mdm2-MdmX inh | 697 NFkB inh | tim10-1 inh | Jurkat NFkB inh
O=C(Oc1c(-c2ccco2)oc2ccccc2c1=O)c1cccnc1 | 4 | 57* | 14 | 45* | 11

# Remaining list, next part.
SMILES,UPR CHOP act,XBP1 UPR activ,TIM10 inh,Mdm2-MdmX inh,tim23-1 inh,697 NFkB inh,tim10-1 inh,Jurkat NFkB inh
Cc1ccc(N/C(CSC(N)=O)=N/S(=O)(=O)c2ccccc2)cc1,0.9,1,-1,6,6,-15,9,1
N#Cc1cccc(NC(=O)CN2CCN(Cc3ccccc3)CC2)c1,1.5,-2,0,-7,3,14,-25,6
CCCCN=C(Nc1ccc(Cl)cc1)c1cccnc1,-1.0,1,-18,-12,-12,-26,3,1
COc1ccccc1NS(=O)(=O)c1cc(NC(=O)c2ccccc2F)ccc1N1CCOCC1,0.2,4,23,7,21,-4,34,12
COC(=O)[C@@]1(Cc2ccc(F)cc2)[C@H]2c3cc(C(=O)N(C)C)n(Cc4c(CO)[nH]cc(C)c4=O)c3C[C@H]2CN1C(=O)c1ccccc1,-0.8,0,0,-29,6,-10,-3,7
O=C(Cc1ccc(Cl)cc1)NNC1CC(=O)N(c2ccc3ccccc3c2)C1=O (centres undefined),-1.5,-2,-12,-12,-7,-11,-22,-6
COc1ccc2c(=O)c(-c3ccc(C)cc3)c(-c3ccccc3)oc2c1,3.2,3,-8,-4,35,8,14,x
Cc1sc(NC(=O)C2=COCCO2)c(C(N)=O)c1C,0.6,2,11,-15,25,-20,10,-12
O=C(Nc1ccc(N2CCN(C(=O)c3ccco3)CC2)cc1)c1ccccc1F,0.4,-1,5,-12,26,12,28,3
CCOc1cc2c(C#N)c(N3CCCC3)nc(N)c2c(N)n1,1.2,3,0,-2,18,5,1,-7

# Screening data (PubChem)
